# KCNK3 inh = human KCNK3 channel inhibition, primary screen; CHO-KCNK3 thallium flux, FluxOR fluorescence; hits give low values; B-score at 10 µM; 0.84% of 340,000 active; AID 602410;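 active = B-score under library mean minus 4 SD, starting fluorescence ratio at most library mean plus 5 SD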;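 note: more negative B-score means stronger inhibition of thallium flux through KCNK3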
# Target sequence (O14649 whole entry, looked up): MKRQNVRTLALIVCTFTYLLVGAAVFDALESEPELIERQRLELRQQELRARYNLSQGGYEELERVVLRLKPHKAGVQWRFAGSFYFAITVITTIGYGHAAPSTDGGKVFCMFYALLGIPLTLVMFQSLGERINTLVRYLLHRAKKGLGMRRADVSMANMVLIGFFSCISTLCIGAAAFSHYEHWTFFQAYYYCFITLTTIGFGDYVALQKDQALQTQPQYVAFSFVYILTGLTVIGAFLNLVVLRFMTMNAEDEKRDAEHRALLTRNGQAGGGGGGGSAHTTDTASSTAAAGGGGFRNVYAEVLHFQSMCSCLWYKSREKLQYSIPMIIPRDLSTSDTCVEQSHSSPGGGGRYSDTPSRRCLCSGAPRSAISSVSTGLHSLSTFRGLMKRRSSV
# Calls only; i = inactive. A portion of the library; count on the stated rates, not on these rows.
SMILES,KCNK3 inh
CC[C@]12c3[nH]c4ccccc4c3CCN1C(=O)C(CC(=O)NCc1ccc(OC)c(OC)c1)C[C@@H]2C(=O)N1CCN(C(=O)C2CC2)CC1 (stereo partly drawn),i
COC(=O)[C@]1(C)N[C@H](CN(C)C(=O)Nc2ccc(Cl)cc2)[C@@H]2C(=O)N(C)C(=O)[C@@H]21,i
CSc1ccc(/C=N/Nc2cccc(C(=O)O)c2)cc1,i
COc1ccccc1C(=O)NCCC(=O)Nc1ccc(S(=O)(=O)N2CCC(C)CC2)cc1,i
CC1CCC(NC(=O)c2cc(S(=O)(=O)N3CCCCC3)ccc2N2CCOCC2)CC1 (stereo not drawn),i
Cc1nc(N)[nH]c(=O)c1CCCNc1ccc(CCC2(CCl)OCCO2)cc1,i
CC1(c2ccc3c(c2)OCCO3)NC(=O)N(CC(=O)Nc2ccccc2SCC#N)C1=O (stereo not drawn),i
CCc1nn2c(=O)cc(COC(=O)c3ccc(SC)cc3OC)nc2s1,i
O=C(CNC(=O)c1cccc(Cl)c1)NCC(c1cccs1)N1CCOCC1 (stereo not drawn),i
COc1ccc(CN(C)CC(=O)N(C)CC(=O)Nc2ccccc2Br)cc1F,i
O=C(CC1C[C@H](C(=O)N2CCCCC2)[C@@]2(CCc3ccccc3)c3[nH]c4ccccc4c3CCN2C1=O)NCCC1=CCCCC1 (stereo partly drawn),i
COc1ccccc1C(CNC(=O)c1ccc(OCc2c(C)noc2C)cc1)N1CCCC1 (stereo not drawn),i
O=C(COC(=O)Cc1ccc(S(=O)(=O)N2CCOCC2)s1)Nc1ccc([N+](=O)[O-])cc1,i
CN(c1ccc(F)cc1)S(=O)(=O)c1ccc(Cl)c(C(=O)NC2(C)CCS(=O)(=O)C2)c1 (stereo not drawn),i
CCCC(=O)Nc1cc(S(=O)(=O)N2CCCCC2)ccc1N1CCOCC1,i
CC(C)=CCC/C(C)=C/CNC(=O)C[C@H]1C[C@H](C(=O)N2CCCCC2)[C@@]2(CCc3ccccc3)c3[nH]c4cc(-c5ccco5)ccc4c3CCN2C1=O,i
CCN(CC)c1ccc(S(=O)(=O)N2CCOCC2)cc1NC(=O)Nc1ccccc1,i
Cc1ccc(-n2cnc3c(=O)[nH]cnc32)cc1,i
O=C(Cn1cc(COc2ccc(Br)cc2)nn1)c1ccc(O)cc1,i
CC1CCCCC12NC(=O)N(CC(=O)NCCc1c[nH]c3ccccc13)C2=O (stereo not drawn),i

# Part of the list above, with bars between the fields:
molecule | KCNK3 inh
CC1(c2ccc3c(c2)OCCO3)NC(=O)N(CC(=O)Nc2ccccc2SCC#N)C1=O (stereo not drawn) | i
CCc1nn2c(=O)cc(COC(=O)c3ccc(SC)cc3OC)nc2s1 | i

# In a second layout: entries from further up
Molecule	KCNK3 inh
CN(c1ccc(F)cc1)S(=O)(=O)c1ccc(Cl)c(C(=O)NC2(C)CCS(=O)(=O)C2)c1 (stereo not drawn)	i
CCN(CC)c1ccc(S(=O)(=O)N2CCOCC2)cc1NC(=O)Nc1ccccc1	i
CSc1ccc(/C=N/Nc2cccc(C(=O)O)c2)cc1	i
COc1ccccc1C(=O)NCCC(=O)Nc1ccc(S(=O)(=O)N2CCC(C)CC2)cc1	i
CC[C@]12c3[nH]c4ccccc4c3CCN1C(=O)C(CC(=O)NCc1ccc(OC)c(OC)c1)C[C@@H]2C(=O)N1CCN(C(=O)C2CC2)CC1 (stereo partly drawn)	i
CC1(c2ccc3c(c2)OCCO3)NC(=O)N(CC(=O)Nc2ccccc2SCC#N)C1=O (stereo not drawn)	i
CCc1nn2c(=O)cc(COC(=O)c3ccc(SC)cc3OC)nc2s1	i

# The results go on:
SMILES,KCNK3 inh
Cc1cc(O)c(C(C)C)cc1N=Cc1ccccc1[N+](=O)[O-],i
O=C(CNC(=O)c1cc(Cl)nc2ccccc12)Nc1ccccc1Br,i
c1cc(N2CCCCC2)nc(N2CCCCC2)n1,i
Cc1nc2c(o1)C(=O)c1ccccc1C2=Nc1ccccc1,i
CCN1CCN(C(=S)NC(=O)c2cccc(Br)c2)CC1,i
COc1ccc([C@H]2C(C(=O)O)=C[C@@H](C(C)(C)C)N2S(=O)(=O)c2ccc(C)cc2)cc1OC,i
O=C(Nc1ccc(C(=O)N2CCCC2)cc1)C1CC1,i
O=C(NNC(=O)C1CC1)c1ccc(F)cc1F,i
COc1cc(NC(=O)CN2C(=O)NC(C)(CC(C)C)C2=O)cc(OC)c1 (stereo not drawn),i
CC(C)(C)[C@@H]1C=C(C(=O)O)[C@H](c2ccc(Cl)cc2)N1S(=O)(=O)c1ccccc1,i
CCN(CC(=O)Nc1c(F)cccc1F)C(=O)/C=C/c1ccc(C)cc1,i
COc1cc(C(=O)NCC2CCCCC2)ccc1OCc1c(C)noc1C,i
COc1ccc(/C(C)=N/Nc2nccnc2Cl)cc1,i
COc1ccc(CNC(=O)c2ccc(Cl)c(S(=O)(=O)N3CCOCC3)c2)cc1OC,i
COc1ccc(NC(=O)c2cc(F)cc(F)c2)cc1S(=O)(=O)N1CCCCC1,i
COc1ccc2[nH]c3c(c2c1)CCN1C(=O)C(CC(=O)NC(C)(C)C)C[C@H](C(=O)N(C(C)C)C(C)C)[C@@]31C (stereo partly drawn),i
CCCn1nc(C(=O)NC2CC2)c2ccccc2c1=O,i
CC(=O)c1ccc(N2CCN(C(=O)c3ccc(S(=O)(=O)NCc4ccco4)cc3)CC2)cc1,i
Cc1c(C(=O)NCc2ccccc2CN2CCCC2)oc2ccc(F)cc12,i
Cc1cccc(C)c1NC(=O)CN1CCN(CC(=O)NCC2(N3CCCCC3)CCCCC2)CC1,i
O=C(CN1C(=O)NC2(CCCCCC2)C1=O)NCc1ccccc1,i
COc1cccc2cc(C(=O)OCC(=O)NC3CCCC(C)C3C)c(=O)oc12 (stereo not drawn),i
CC(C)(C)S(=O)N1Cc2cc(CO)cc(CCO)c2[C@H]1CCO (stereo partly drawn),i
COc1cccc(OC)c1OCC(=O)Nc1ccc(S(=O)(=O)N2CCCC2)cc1,i
COc1cc(OC)cc(C(=O)NCC(=O)OCc2ccc(Cl)c(Cl)c2)c1,i
CCOc1ccc(NC(=O)CSc2nnnn2C2CC2)cc1S(=O)(=O)N1CCCC1,i
CC(=O)c1ccccc1NC(=O)C1CC(=O)N(c2ccc3c(c2)OCCO3)C1 (stereo not drawn),i
CCOC(=O)C1=C(CC)Nc2ccccc2N/C1=N\S(=O)(=O)c1cccc(C(C)=O)c1,i
CC[C@]12c3[nH]c4ccc(Cl)cc4c3CCN1C(=O)[C@@H](CC(=O)NC/C=C(\C)CCC=C(C)C)C[C@@H]2C(=O)N1CCN(C(=O)c2ccco2)CC1,i
O=C(NCC(c1ccco1)N1CCCC1)c1ccc(S(=O)(=O)Nc2ccc(F)cc2)cc1 (stereo not drawn),i
CCc1ccccc1NC(=O)CN1CCN(CC(=O)NCc2ccc(Cl)cc2)CC1,i
O=C(NCCCN1CCCC1=O)c1cccc(S(=O)(=O)N2CCCCC2)c1,i
CN(C(=O)c1cccc(NC(=O)Cc2ccc(NC(=O)C3CCCN(C(=O)c4ccccc4)C3)cc2)c1)C1CCC1 (stereo not drawn),i
O=C(CSc1ccc([N+](=O)[O-])cc1)c1ccccc1,i
CC(C)Cn1c(N)c(C(=O)CSc2ncn[nH]2)c(=O)n(C)c1=O,i
CC[C@]12c3[nH]c4cc(CCC(=O)N(C)C)ccc4c3CCN1C(=O)[C@@H](CC(=O)NCc1cccc(C(F)(F)F)c1)C[C@@H]2C(=O)N1CCN(C(=O)c2ccco2)CC1,i
FC(F)(F)c1ccccc1NC(=S)N/N=C1\CC2CC=CC12 (stereo not drawn),i
Cc1cn(CC(=O)N(C)Cc2ccco2)c(=O)[nH]c1=O,i
O=C1c2ccccc2C(=O)N1CCc1c(-c2[nH]c3ccccc3c2CCN2C(=O)c3ccccc3C2=O)[nH]c2ccccc12,i
C#CCOCCOCCOCCNc1nc(N2CCN(C(=O)[C@H](CCC(=O)O)n3cc([C@@H](N)CO)nn3)CC2)nc(N2CCN(C(=O)[C@H](CCC(=O)O)n3cc([C@@H](N)CCSC)nn3)CC2)n1,i
COc1cccc(/C=C/C(=O)OCC(=O)NC2CC2)c1OC,i
O=C(CN1CCN(S(=O)(=O)c2ccc(Cl)s2)CC1)N1CCCCC1,i
CN(CC(=O)Nc1ccc(F)cc1)C(=O)CSc1ccc2c(c1)OCCO2,i
CC(=O)OC(C)=O,i
Cn1c(=O)c2[nH]c(NN=Cc3ccc(Br)cc3)nc2n(C)c1=O,i
Cc1ccccc1-c1cccc([C@@H]2C[C@H]3[C@H](CON3C)CN2C(=O)CCc2ccccc2)c1,i
C=CCSc1nnc(NC(=O)CCN2C(=O)C3CC=CCC3C2=O)s1 (stereo not drawn),i
O=C(Cc1ccc(NC(=O)C2CCN(C(=O)C3CC3)CC2)cc1)Nc1cccc(C(=O)N2CCCCC2)c1,i
C#CCNS(=O)(=O)c1ccc(F)cc1Br,i
NS(=O)(=O)c1ccc(NC(=O)COC(=O)CC2Sc3ccccc3NC2=O)cc1 (stereo not drawn),i
# (listing goes on)
SMILES,KCNK3 inh
O=C(Nc1cccnc1)c1cccc(S(=O)(=O)Nc2ccccc2F)c1,i
CC1CCCC(C)N1C(=O)COC(=O)c1ccc(Br)o1 (stereo not drawn),i
Cc1ccc(S(=O)(=O)N2CCOCC2)cc1C(=O)OCC(=O)NC1CC1,i
COc1cc(OC)c(C(=O)OCC(=O)Nc2ccc(S(=O)(=O)N3CCOCC3)cc2)cc1OC,i
Cc1csc(=O)n1CCC(=O)OCc1nnc(-c2ccc([N+](=O)[O-])cc2)o1,i
CC(C)C[C@H]1CNC(=S)N1CC1CCCN1C[C@H](Cc1ccccc1)N1C[C@H](Cc2ccc(O)cc2)N(CC2CCCCCC2)C1=S (stereo partly drawn),i
COc1ccccc1N(C)S(=O)(=O)c1ccc(Cl)c(C(=O)Nc2ccccc2N2CCOCC2)c1,i
COc1cc(C(=O)OCC(=O)Nc2c(C)n(C)n(-c3ccccc3)c2=O)c([N+](=O)[O-])cc1OC,i
COc1cc(S(=O)(=O)Nc2ccc3c(c2)C(=O)N(C)C3=O)ccc1NC(C)=O,i
COc1ccccc1OCCNC(=O)C1CC(=O)N(c2ccccc2OC)C1 (stereo not drawn),i
CC(=O)NCc1ccc(-c2csc(NC(=O)CCc3nc4ccccc4c(=O)[nH]3)n2)s1,i
Cc1ccsc1C(=O)OCC(=O)N(C)C1CCCCC1,i
O=C1NC(=S)NC(=O)C1Nc1ccc(Cl)cc1,i
Cc1ccccc1OCC(=O)NNC(=O)Cn1[nH]c(=O)c2ccccc2c1=O,i
CCN(C(=O)COC(=O)c1ccccc1NCc1ccco1)c1c(N)n(Cc2ccccc2)c(=O)[nH]c1=O,i
O=C(COC(=O)C1CC(=O)N(Cc2ccccc2)C1)Nc1cccc([N+](=O)[O-])c1 (stereo not drawn),i
CC(C)N(C)S(=O)(=O)c1ccc(NC(=O)C2=COCCO2)cc1,i
C[C@H]1CN(S(=O)C(C)(C)C)[C@@H](CCO)/C1=C\c1ccccc1 (stereo partly drawn),i
Cn1c(=S)c2[nH]c(SCC3CCCO3)nc2n(C)c1=O (stereo not drawn),i
CC(C)(C)S(=O)N1Cc2cc(=O)n(Cc3ccccc3)c(CCO)c2[C@@H]1CCO (stereo partly drawn),i
COc1ccccc1NOC(=O)CCOc1ccccc1,i
Cc1nc(SCC(=O)N(C)C2CCS(=O)(=O)C2)c2ccccc2n1 (stereo not drawn),i
CC(C)Oc1ccc(S(=O)(=O)N2CCOCC2)cc1NC(=O)CC1CCCC1,i
CC1CC(C)CN(C(=O)CSc2nnc3ccccn23)C1 (stereo not drawn),i
CC1(CCC(=O)O)C(=O)CCC2C1CCC1(C)C2CCC1(C)O (stereo not drawn),i
O=C(CSc1nc2ccccc2c(=O)n1CCCN1CCOCC1)NCCc1ccccc1,i
CCCCC[C@@H]1C=C(C(=O)O)[C@H](c2ccc(Br)cc2)N1S(=O)(=O)c1ccc(C)cc1,i
CN(CC(=O)Nc1cc(S(=O)(=O)N2CCCC2)ccc1Cl)Cc1ccc2c(c1)OCO2,i
CC(C)CCNC(=O)c1ccccc1SCC(=O)NC1CCCCCCC1,i
Cc1ccc(C2(C)NC(=O)N(CC(=O)N(C)CC(=O)Nc3cccc(F)c3)C2=O)cc1 (stereo not drawn),i
COc1ccc(CN(C)C(=O)Cn2cc(C)c(=O)[nH]c2=O)cc1OC,i
COc1ccc(C(=O)COC(=O)c2cccs2)cc1,i
O=C(Nc1ccc2c(c1)OCO2)c1ccc(CO)cc1,i
Cc1ccnc(NC(=O)c2ccc(S(=O)(=O)N3CCCCC3)cc2)c1,i
CCOc1ccc(/C=N/NC(=O)Cc2ccccc2)cc1CN1CC2CC(C1)c1cccc(=O)n1C2 (stereo not drawn),i
Cc1cc(NC(=O)c2ccoc2C)ccc1Br,i
Cc1ccc(OCCCC(=O)Nc2ccc(Cl)c(S(=O)(=O)N3CCOCC3)c2)cc1,i
Cc1c(Cl)c(=O)oc2cc(OCC(=O)N3CCCC(C)C3)ccc12 (stereo not drawn),i
CC(OC(=O)c1n[nH]c2ccccc12)C(=O)NC1CCCCC1C (stereo not drawn),i
CN(C(=O)c1cccc(NC(=O)Cc2ccc(NC(=O)C3CCN(C(=O)C4CCCCC4)CC3)cc2)c1)C1CCC1,i

# 7 compounds picked at random from the list so far:
SMILES,KCNK3 inh
CC(OC(=O)c1n[nH]c2ccccc12)C(=O)NC1CCCCC1C (stereo not drawn),i
Cc1ccc(OCCCC(=O)Nc2ccc(Cl)c(S(=O)(=O)N3CCOCC3)c2)cc1,i
CN(C(=O)c1cccc(NC(=O)Cc2ccc(NC(=O)C3CCN(C(=O)C4CCCCC4)CC3)cc2)c1)C1CCC1,i
Cc1c(Cl)c(=O)oc2cc(OCC(=O)N3CCCC(C)C3)ccc12 (stereo not drawn),i
O=C(Nc1ccc2c(c1)OCO2)c1ccc(CO)cc1,i
Cc1cc(NC(=O)c2ccoc2C)ccc1Br,i
Cc1ccnc(NC(=O)c2ccc(S(=O)(=O)N3CCCCC3)cc2)c1,i

# (listing goes on)
SMILES,KCNK3 inh
O=C(O)Cc1cccc2ccccc12,i
COc1ccc(-c2nc(S(=O)(=O)c3ccccc3)c(NCCCN3CCOCC3)o2)cc1,i
CC(C)(C)C(=O)Nc1ccc(C(=O)CN2C(=O)NC3(CCOc4ccccc43)C2=O)cc1 (stereo not drawn),i
CC(C)(CN1CCNCC1)NS(=O)(=O)c1ccc(Cl)cc1,i
Cc1ccc(Nc2c(O)nc[nH]c2=O)cc1,i
Cc1nnc(SCC(=O)NC2CCCC(C)C2C)n1N (stereo not drawn),i
